APP 5'UTR act – activators of APP 5'UTR luciferase reporter, primary screen, SH-SY5Y cells; SH-SY5Y APP 5'UTR luciferase reporter, luminescence; zero percent = DMSO vehicle wells; 190,000 tested, 1% active; AID 1276, 2008; activation, % at 2 µM;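 active = activation above a set limit, based on mean plus 3 SD of controls, cut at about 140% in these data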; also: values of inactives mirror those of a sister screen read the other way
FLuc stim CS – FLuc activators, initial screening, artefact control for FLuc-dependent activation tests, biochemical, ATPlite luminescence; Luciferin 4-monooxygenase (Photinus pyralis), P08659; activation factor at 10 µM; ATPlite luciferase biochemical, 10 min; 0 = ATP-free wells, 1 = DMSO control; 200,000 tested, under 10 active;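 active = luciferase activation factor, scaled between plate controls, of at least 2 with compound at 10 µM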
Target sequence (P08659 whole entry, looked up): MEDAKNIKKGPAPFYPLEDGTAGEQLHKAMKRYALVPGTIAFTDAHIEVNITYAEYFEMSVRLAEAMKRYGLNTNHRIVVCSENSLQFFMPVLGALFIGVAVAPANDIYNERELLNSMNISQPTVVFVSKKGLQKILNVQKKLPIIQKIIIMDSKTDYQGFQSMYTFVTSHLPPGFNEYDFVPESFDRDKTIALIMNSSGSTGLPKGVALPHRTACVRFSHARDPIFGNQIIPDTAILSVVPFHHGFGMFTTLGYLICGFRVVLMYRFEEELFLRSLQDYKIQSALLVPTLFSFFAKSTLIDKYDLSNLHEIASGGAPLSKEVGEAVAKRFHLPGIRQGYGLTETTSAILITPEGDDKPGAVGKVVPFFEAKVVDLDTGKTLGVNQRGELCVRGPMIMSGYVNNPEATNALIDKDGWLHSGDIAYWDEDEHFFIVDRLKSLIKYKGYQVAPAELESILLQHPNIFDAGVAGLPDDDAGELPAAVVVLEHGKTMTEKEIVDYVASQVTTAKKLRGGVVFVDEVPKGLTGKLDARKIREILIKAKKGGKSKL
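assay system = Luciferase/luciferin detection reagent, cell-free biochemical luciferase assay | also added = ATP substrate | times = 10 min post-reagent at room temperature | measured by = luminescence from luciferase reaction | measure = luciferase activation, seen as luminescence increase over controls | benchmarks = low control with PBS replacing ATP, high control enzyme plus ATP without compound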
STAT1 act – STAT1 signaling activators, primary screen, cell-based, HTS, luciferase reporter; 200,000 tested, 2.6% active; activation (% of control), % at 5.5 µM; NIH 3T3 STAT1-luciferase reporter, IFN-gamma, luminescence; 100% = IFN-gamma alone, no compound;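 active = activation above the screen-wide mean activation plus 3 SD, cut at about 130% in these data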;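 also: raw ratio to IFN-gamma control signal so 100% means no change and 0% no light; values of inactives mirror those of a sister screen read the other way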
FLuc inhib CS – firefly luciferase enzyme inhibitors, primary screen, artefact control for luciferase-based inhibitor screens, biochemical, luminescence, ATPLite. AID 1006, 2008. 200,000 tested, 1.5% active. inhibition, % at 10 µM. 10 min;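 active = inhibition above about 50% when tested at 10 µM, limit read from the data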
DTT redox prof – compounds producing H2O2 with reducing agent – biochemical, NIH compound library profiling, artefact control for MLSCN library redox annotation, primary screen; DTT-dependent redox cycling H2O2, phenol red/HRP absorbance; 100% = 100 µM peroxide control, 0% = buffer; activation, % at 10 µM; 200,000 tested, 0.03% active; AID 878, 2007;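 active = activation of at least 50% relative to the plate's high and low controls in the primary single-dose screen; inactive = activation below 50%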;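 also: compound incubated with DTT at 0.8 mM final as the reducing agent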
HMGR II inh – inhibitors of E. faecalis class II HMGR, primary screen, biochemical, Enterococcus faecalis. inhibition, % at 10 µM. 190,000 tested, 0.41% active. purified E. faecalis HMGR, NADPH absorbance 340 nm kinetic;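 active = inhibition above a set limit, the median over all tested compounds plus 3 SD, cut at about 9.5% in these data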;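 also: enzyme runs in reverse so mevalonate oxidation gives rising NADPH absorbance; 0% = complete reaction with DMSO and 100% = background rate lacking mevalonate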
Hsp70 activator – Hsp70 transcriptional activators, primary screen, cell-based, HeLa, Hsp70 promoter luciferase, luminescence, 10 µM; 200,000 tested, 0.04% active; HeLa Hsp70 promoter luciferase reporter; scaled: vehicle 0, proteasome-inhibitor control 100%; AID 1203, 2008; activation, % at 10 µM;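 active = activation above the mean across all tested compounds plus 3 SD, cutoff set per campaign, cut at about 5.5% in these data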;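 also: 100% = MG132 at 30 µM as the positive control and 0% = DMSO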
G6PDH CS – L. mesenteroides G6PDH inhibitors, counter-screen for G6PDH-coupled screening assays, biochemical, Leuconostoc mesenteroides enzyme. 200,000 tested, 0.12% active. AID 1020, 2008. Purified L. mesenteroides G6PDH, diaphorase/resazurin coupled fluorescence, 45 min. glucose-6-phosphate dehydrogenase [Leuconostoc mesenteroides]. inhibition, % at 5 µM; in the data active = inhibition above about 50%
NF-kB neuron act – activators of NF-kB expression in neurons, primary screen, cell-based, HTS | human neuronal cells, NF-kB reporter expression; stronger effect = higher value | fold change at 12.5 µM | 190,000 tested, 1.6% active | AID 1239, 2008; in the data active = fold change above about 3.3
APP transl inh – inhibitors of APP translation via 5'UTR reporter, primary screen, APP 5'UTR luciferase, SH-SY5Y cells; SH-SY5Y APP 5'UTR-luciferase reporter, luminescence; 190,000 tested, 0.82% active; AID 1285, 2008; inhibition, % at 2 µM;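 active = inhibition above a set limit, derived from the sample mean plus 3 SD, cut at about 45% in these data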; also: values of inactives mirror those of a sister screen read the other way
Numbers without * were called inactive; nt = not tested or not shown. Compounds as they come. About 5.3% of those tested had a hit in this group.

Structure	NF-kB neuron act	G6PDH CS	APP transl inh	FLuc stim CS	FLuc inhib CS	APP 5'UTR act	HMGR II inh	DTT redox prof	Hsp70 activator	STAT1 act
CN(Cc1c(F)cccc1Cl)c1nnnn1-c1ccccc1	1.2	-8	-5	1	-4	5	-2	0.9	0.1	96
COc1ccccc1Nc1nc(-c2ccc([N+](=O)[O-])cc2)nc2ccccc12	nt	nt	15	nt	nt	-15	nt	1.3	-0.3	91
CN(C)CCCN=c1cc(-c2ccccc2)oc2ccc(Cl)cc12	1.5	15	-129	0.9	8	129	-2	-0.1	-0.1	148*
CCCc1cc(C(=O)Nc2nnc(C)s2)cs1	2.7	4	-86	0.7	33	86	-3	-0.8	0.0	113
CC1CCC2(CC1)NC(=O)N(Cc1nnc(-c3cccs3)o1)C2=O (centres undefined)	1.2	6	-23	1	-1	23	-9	-1.3	-0.3	93
CCC1CSC(Nc2ccc(C(=O)/C=C/c3ccc(Oc4ccccc4)cc3)cc2)=N1 (centres undefined)	1.1	5	-41	1	-1	41	-3	0.7	-0.3	97
CN(CCC(=O)Nc1ccc2c(c1)OCO2)Cc1ccccc1	1.3	-5	-9	1	0	9	-2	-1.2	-0.2	102
CC(C)CCN1CCN(CC(c2ccccc2)c2ccccc2)CC1CCO (centres undefined)	1.1	4	-5	1	0	5	-3	-0.5	0.0	101
CC1(C)N=C(N)N=C(N)N1c1cccc(C(=O)O)c1	1.2	-1	4	1.1	-8	-4	-7	0.1	-0.2	92
c1ccc2c(CSCCc3ccncc3)cccc2c1	1.1	8	-2	1	0	3	nt	-4.8	-0.6	89
COc1ccccc1OCCOc1ccc(/C=N/n2cnnc2)cc1	1.3	8	8	1	0	-9	0	1.3	0.5	101
COc1cccc(-c2cc(C(F)(F)F)nc(N3CCCCC3)n2)c1	1.2	12	0	1.1	-7	0	-4	0.0	-0.2	103
O=C(NC(=S)Nc1ccc(S(=O)(=O)Nc2ncccn2)cc1)c1cccc(Br)c1	0.92	0	2	1	1	-2	-4	-0.8	-0.4	102
CCc1nc(N)c(C#N)c(-c2cccnc2)c1C	1	16	-6	1	1	6	nt	1.1	-0.3	90
Cc1cc(C)c2c(c1)cc(C)c1nnc(SCC(=O)Nc3ccccc3N3CCOCC3)n12	0.95	-29	-10	1.1	-11	10	-6	0.1	-0.2	103
CCN1C(=O)CC(N2CCN(CC(=O)NC(C)C)CC2)C1=O (centres undefined)	1.1	6	-13	1	-2	13	3	0.0	-0.1	91
CCCCNC(=S)N/N=C/c1ccc(C#N)cc1	0.96	6	11	1	1	-11	-6	-0.3	-0.3	99
COc1ccc(/C=N\NC(=O)c2ccc(Cn3cc(Br)c([N+](=O)[O-])n3)o2)c(OC)c1C	1.2	11	-8	1	-2	8	-4	0.7	0.2	94
CCCCc1nnc(NC(=O)CSc2nc(O)c(Cc3ccccc3)c(=O)[nH]2)s1	0.95	10	-18	1	0	18	-5	2.5	-0.3	102
CC1=C(C(=O)Nc2cc(C)ccn2)C(c2cnn(C)c2)C2=C(CC(c3ccccc3)CC2=O)N1 (centres undefined)	1.3	10	10	1.1	-6	-11	-3	-0.8	-0.2	92
COC(=O)c1ccc(Cn2cc(Cl)cn2)cc1	1.4	5	-16	1	-3	16	0	-2.9	-0.2	102
CCOC(=O)Cc1csc(NC(=S)NC(=O)c2cc(OC)cc(OC)c2)n1	0.92	-9	8	1	-1	-8	3	0.3	0.0	95
COc1cc(C(c2oc(CO)cc(=O)c2O)c2oc(CO)cc(=O)c2O)cc(OC)c1OC	1.2	18	-9	1.1	-5	9	-2	-0.2	-0.1	100
CC(C)Cc1cc(C(=O)O)n[nH]1	1.2	-1	-11	1	-1	11	-7	-3.6	0.2	103
Cc1c2c(n3c(nc4ccccc43)c1C#N)N(Cc1cccnc1)CC2	nt	nt	-15	nt	nt	15	nt	0.1	0.1	99
CCN1CCC(NC(=O)Nc2ccc(F)cc2F)CC1	0.99	11	-14	1	0	14	0	0.8	-0.4	98
CC(C)CC(=O)Nc1ccc(C(=O)NNC(=O)C(c2ccccc2)c2ccccc2)cc1	1	1	0	1	-2	0	-7	-0.6	-0.2	99
Cc1cc(N2CCOCC2)nc(N)n1	1	8	-6	1.1	-9	6	-5	-0.8	-0.1	107
CCCCCCCOC(=O)C1=C(C)Nc2ncnn2C1c1cccs1 (centres undefined)	1.1	1	-8	1.1	-7	8	-7	-0.2	-0.4	86
CCOc1ccc(NC(=S)N(CCc2c(C)[nH]c3ccccc23)Cc2ccco2)cc1	0.95	16	-2	1.1	-11	2	5	0.7	0.0	91
COc1ccc(OCC(=O)N2CCN(C(=O)c3cccc(F)c3)CC2)cc1	1.2	8	6	1	2	-6	-1	-0.2	-0.3	97
O=C(O)Cc1ccc(NCc2ccccc2Cl)cc1	1.3	8	-6	1	-1	6	4	-0.9	-0.1	116
O=C(CCSc1nc(-c2ccco2)cc(C(F)(F)F)n1)N1CCN(c2ccccc2)CC1	0.94	-47	-3	1.1	-8	3	1	-0.7	0.2	105
Cc1cc(Nc2ccccc2)n(CCC#N)n1	1	3	6	1.1	-5	-6	-8	2.8	1.1	93
COc1ccc(NC(=O)c2c(C)nn(Cc3ccccc3)c2Cl)cc1S(=O)(=O)N1CCOCC1	0.81	7	-13	1.1	-9	13	-1	-2.6	-0.1	77
O=C(O)CCC(=O)Nc1ccccc1C(=O)NC1CCCCC1	1.1	-6	8	1	1	-9	-2	5.2	-0.5	102
Cc1nn2c(C)c(C(=O)Nc3ccccc3)cnc2c1C#N	0.57	5	0	1.1	-10	0	1	0.2	-0.3	97
CCOC(=O)CC1C(=O)NCCN1S(=O)(=O)c1ccccc1 (centres undefined)	1	4	-4	1.1	-6	4	0	-0.6	-0.2	99
COc1ccc(/C=N/NC(=O)c2cccc(NC(C)=O)c2)c(C(=O)O)c1OC	1.1	2	5	1	0	-5	2	-0.3	0.1	118
COCCN1C(=O)N[C@H](c2cccc(C(F)(F)F)c2)C(C(=O)OC)=C1C	0.96	12	-14	1	1	14	-3	0.5	-0.4	100
Nc1nc(CCOc2ccc(F)cc2)cs1	1.8	6	-30	1	-2	30	-5	-0.3	0.1	141*
COc1ccc(C(=O)CN(Cc2ccccc2)C2=NCCS2)cc1	1	-6	-3	1	-3	3	-12	-0.1	-0.5	92
COc1cc(-c2ccc(=O)[nH]n2)ccc1OC(F)F	nt	9	nt	1	-4	nt	3	nt	-0.2	nt
O=C(Cc1coc(-c2ccc(F)cc2)n1)NC1CCCCC1	1	4	8	1.1	-7	-8	-3	-1.8	0.0	105
CCOCCCNC(=O)C(Cc1ccccc1)NS(=O)(=O)c1ccc2c(c1)c(=O)n(C)c(=O)n2C (centres undefined)	1.1	15	-15	1	0	15	0	3.9	-0.2	104
COCCNC(=O)C1CCN(S(=O)(=O)c2ccccc2)CC1	1.1	-2	2	1	-2	-2	3	-0.5	-0.4	99
O=C1c2ccccc2C(=O)N1CCCCSc1nnnn1-c1ccccc1	1.2	12	-4	1	-5	4	1	-1.0	0.0	98
COc1ccc(NC(=S)N2CCN(C(c3ccccc3)c3ccccc3)CC2)c(OC)c1	1.1	4	-29	1.1	-5	29	nt	1.1	-0.4	88
COc1ccc(OC)c(NC(=S)NCC(c2cccnc2)N2CCOCC2)c1 (centres undefined)	1.2	0	4	1	-3	-4	-3	0.0	-0.4	102
COC(=O)C1Sc2[nH]c(=O)sc2C2c3ccccc3OC(=O)C12 (centres undefined)	1	8	2	1.1	-7	-2	-2	-0.4	0.0	95
COc1ccccc1NC(=O)c1ccc(-n2cccn2)c([N+](=O)[O-])c1	1.1	0	-14	1	2	13	0	-0.8	-0.2	99
O=C(CN1C(=O)CSC1=O)Nc1ccc(N2CCOCC2)cc1	1.1	-14	19	1	3	-19	-1	2.9	-0.3	102
CC(=O)c1cccc(NC(=O)c2ccc(OC3CSC3)cc2)c1	2.1	-1	-17	0.8	23	17	3	0.1	-0.2	112
CCN(CC)CCCNC1CCS(=O)(=O)C1 (centres undefined)	1.7	-3	-11	1	-2	11	-3	2.7	-0.8	96
Cc1cc(Cl)ccc1NC(=O)CCCN1C(=O)CCC1=O	1	6	-18	1	0	18	3	0.1	-0.2	104
O=C(O)c1cnn2c1NC(c1ccc(F)cc1)CC2C(F)(F)F (centres undefined)	1.1	11	-24	1	-1	24	-5	7.5	-0.2	94
O=C(CSc1nnc(-c2cccs2)n1-c1ccccc1)N1CCN(C(=O)c2ccco2)CC1	0.78	0	-13	1.1	-5	13	-7	-0.8	0.1	87
CCOc1ccc(N2C(=O)C(CC(=O)Nc3ccccc3)N(Cc3ccccn3)C2=S)cc1 (centres undefined)	0.85	3	0	1.1	-5	0	2	-0.5	-0.4	128
CC12CC(c3ccccc3O1)N(C(=O)c1ccco1)C(=S)N2c1ccc(F)cc1 (centres undefined)	0.73	7	-16	1.1	-9	16	-2	-8.7	0.0	103
CC(C)(C)c1ccc(C(=O)N2CCN(c3nc4ccccc4o3)CC2)cc1	0.71	3	-6	1.1	-5	6	-3	-0.8	-0.1	100

Further structures follow.
Structure	NF-kB neuron act	G6PDH CS	APP transl inh	FLuc stim CS	FLuc inhib CS	APP 5'UTR act	HMGR II inh	DTT redox prof	Hsp70 activator	STAT1 act
Cc1ccc(C)c(N2CCN(S(=O)(=O)c3c(C)noc3/C=C/N(C)C)CC2)c1	1.2	9	-7	1.1	-10	7	-3	-0.6	-0.2	97
Cc1cc2cc(CNC(=O)c3cccs3)ccc2[nH]1	0.79	35	-22	1	3	22	-12	-0.8	0.0	113
Nc1nc(-c2cccnc2)nn1C(=O)c1ccccc1Cl	1.4	-2	-8	1	2	8	3	-0.2	0.3	96
CCOc1ccc(NC(=S)NC(C)c2cccs2)cc1 (centres undefined)	1.2	9	-2	1	-2	2	-5	-0.5	-0.4	110
O=C1c2ccccc2C(=O)N1OCc1ccc(Cl)cc1	1.1	0	nt	0.9	13	nt	-1	0.2	0.3	96
CCCCC(=O)OCC(=O)Nc1ccc(C)c(F)c1	1.1	10	5	1	1	-5	-6	-1.6	-0.1	102

Limited to APP transl inh, HMGR II inh and FLuc stim CS (two entries from above):
| molecule | APP transl inh | HMGR II inh | FLuc stim CS |
| --- | --- | --- | --- |
| COc1ccc(/C=N/NC(=O)c2cccc(NC(C)=O)c2)c(C(=O)O)c1OC | 5 | 2 | 1 |
| COCCN1C(=O)N[C@H](c2cccc(C(F)(F)F)c2)C(C(=O)OC)=C1C | -14 | -3 | 1 |
